CYP2C19 act = human CYP2C19 activators, primary screen, biochemical, luminescence; Cytochrome P450 2C19 (Homo sapiens), P33261; recombinant CYP2C19, luciferin-H EGE luminescence; stronger effect = higher value; 0 = fully inhibited enzyme, 1 = untreated enzyme; activation factor at 5 µM; 96,000 tested, under 10 active; AID 1025, 2008;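 active means activation factor of at least 2 at 5 µM in the primary screen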;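 further: 0 = wells with 2.5 mM tranylcypromine and 1 = vehicle-only wells; values of inactives mirror those of a sister screen read the other way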
Target sequence (P33261 whole entry, looked up): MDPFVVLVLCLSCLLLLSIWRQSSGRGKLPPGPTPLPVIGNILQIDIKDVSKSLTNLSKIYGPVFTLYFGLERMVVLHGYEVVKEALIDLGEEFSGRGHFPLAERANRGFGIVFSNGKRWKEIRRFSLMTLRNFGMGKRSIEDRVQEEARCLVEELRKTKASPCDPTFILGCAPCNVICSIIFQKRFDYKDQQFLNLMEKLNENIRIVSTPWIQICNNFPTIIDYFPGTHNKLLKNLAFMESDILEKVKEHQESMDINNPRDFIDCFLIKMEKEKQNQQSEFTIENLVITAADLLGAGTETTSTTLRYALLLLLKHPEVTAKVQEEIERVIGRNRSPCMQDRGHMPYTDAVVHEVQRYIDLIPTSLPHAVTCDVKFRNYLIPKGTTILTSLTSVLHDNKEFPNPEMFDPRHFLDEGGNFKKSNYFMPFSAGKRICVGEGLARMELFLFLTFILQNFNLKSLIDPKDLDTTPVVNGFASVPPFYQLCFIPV
hDAT+cocaine = changed hDAT dopamine uptake under cocaine IC80, either direction, primary screen, cocaine antagonist project, cell-based, LLC-PK1 hDAT, [14C]-dopamine uptake, MLSMR; LLC-PK1 hDAT cells, [14C]-dopamine uptake with cocaine IC80; actives deviate in either direction; AID 449768, 2010; B-score at 10 µM; 110,000 compounds, 1.3% hits;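 active means Z score or B-score, a plate-position-corrected score, falls beyond the plate's 99.7% confidence bounds, in either direction; inactive means both scores lie inside the 99.7% bounds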;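 further: scored against the spread of the other compound wells on the same plate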
sEH act = soluble epoxide hydrolase activators, primary screen, biochemical, human sEH; 91,000 compounds, 0.04% hits; purified human sEH enzymatic activity, activator screen; Bifunctional epoxide hydrolase 2 (Homo sapiens), P34913; activation, % at 2 µM; AID 717, 2007; in the data active means activation above about 37%; further: values of inactives mirror those of a sister screen read the other way
Target sequence (P34913 whole entry, looked up): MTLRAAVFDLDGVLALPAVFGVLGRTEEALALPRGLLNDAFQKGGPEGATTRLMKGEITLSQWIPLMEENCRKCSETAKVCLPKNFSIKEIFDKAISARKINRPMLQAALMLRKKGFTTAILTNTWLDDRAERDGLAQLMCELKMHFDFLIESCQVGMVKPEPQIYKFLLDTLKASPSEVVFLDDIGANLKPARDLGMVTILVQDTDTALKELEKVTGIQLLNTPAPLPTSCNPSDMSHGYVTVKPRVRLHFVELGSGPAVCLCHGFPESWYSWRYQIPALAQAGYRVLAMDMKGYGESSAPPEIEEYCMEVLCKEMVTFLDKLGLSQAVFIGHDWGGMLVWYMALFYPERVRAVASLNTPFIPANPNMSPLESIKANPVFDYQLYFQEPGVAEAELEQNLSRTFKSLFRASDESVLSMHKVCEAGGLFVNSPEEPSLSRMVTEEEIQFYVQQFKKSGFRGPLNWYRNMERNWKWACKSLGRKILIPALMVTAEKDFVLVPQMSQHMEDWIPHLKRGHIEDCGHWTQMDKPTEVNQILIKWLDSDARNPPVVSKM
S1P2 antag = human S1P2 receptor antagonists, primary screen, cell-based; Sphingosine 1-phosphate receptor 2 (Homo sapiens), O95136; 97,000 compounds, 0.21% hits; inhibition, % at 5 µM; cell-based S1P2 antagonist assay, inhibition at 5 uM; AID 736, 2007; in the data active means inhibition above about 45%;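 further: CRE beta-lactamase reporter cells expressing human S1P2 stimulated with S1P; 0% = agonist at EC80 alone and 100% = agonist plus reference antagonist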
PostGolgi ctrl = growth inhibition of yeast control strain, primary screen, counter-screen for post-Golgi transport modulator project. inhibition, % at 10 µM. efflux-deficient yeast background strain, growth absorbance A615, 16 h. 98,000 compounds, 5% hits
S1P2 ag = S1P2 receptor agonists, primary screen, cell-based. 97,000 compounds, 0.46% hits. AID 729, 2007. S1P2-expressing cell line, agonist reporter read-out. Sphingosine 1-phosphate receptor 2 (Homo sapiens), O95136. activation, % at 4.5 µM; in the data active means activation above about 16%;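 further: 0% = vehicle low control and 100% = maximal reference agonist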
sEH inh = soluble epoxide hydrolase inhibitors, primary screen, biochemical, human sEH. 91,000 compounds, 0.34% hits. recombinant human sEH enzymatic activity assay. AID 707, 2007. inhibition, % at 2 µM. Bifunctional epoxide hydrolase 2 (Homo sapiens), P34913; in the data active means inhibition above about 80%; further: values of inactives mirror those of a sister screen read the other way; many of its hits are not listed in these tables
PostGolgi yeast = phenotypic screen on post-Golgi transport, primary screen; 98,000 compounds, 0.9% hits; AID 739, 2007; inhibition, % at 10 µM; post-Golgi transport phenotypic cell assay;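 further: yeast cells grown in 1536-well plates; yeast grown about 18 h at 30C before absorbance read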
CYP2C19 inh = blockers of cytochrome P450 2C19 activity – biochemical, luminescence, ADME assay, primary screen. P33261. CYP2C19 Supersomes, luciferin-H EGE luminescence, 30 min. inhibition, % at 5 µM. 96,000 compounds, 21% hits. AID 778, 2007;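 active means CYP2C19 inhibition above a set limit at 5 µM in the primary screen, cut at about 50% in these data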;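 further: plate controls were negative control wells for no effect and 2.5 mM tranylcypromine positive control for full effect; values of inactives mirror those of a sister screen read the other way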
* = called active by the depositor. Unless noted, no stated cut-off is given here; in the data, active means inhibition above about 30%; inactive means the rest.

Screening CS(=O)(=O)N(CC(=O)Nc1ccc2c(c1)OCCO2)c1ccc2c(c1)OCO2 returned CYP2C19 act 0.1, hDAT+cocaine -0.095, sEH act -4, S1P2 antag 0, PostGolgi ctrl 4, S1P2 ag -9, sEH inh 6, PostGolgi yeast -7 and CYP2C19 inh 88*.
For O=C1NCCCC1C(=O)NCCN1C(=O)CCC1=O (centres undefined) the results were CYP2C19 act 1, hDAT+cocaine 0.53, sEH act 0, S1P2 antag 4, PostGolgi ctrl 7, S1P2 ag -7, sEH inh 2, PostGolgi yeast -1 and CYP2C19 inh -2.
`Brc1ccc(CSc2ncnc3nc[nH]c23)cc1` gave CYP2C19 act 0.4, hDAT+cocaine 0.075, PostGolgi ctrl 20, PostGolgi yeast -12 and CYP2C19 inh 56*.
For CCN1CCN(C(=O)C2CCN(S(=O)(=O)c3cccc4cccnc34)CC2)CC1 the results were CYP2C19 act 1.2, hDAT+cocaine -0.037, sEH act -12, PostGolgi ctrl -10, sEH inh 16, PostGolgi yeast 25 and CYP2C19 inh -15.
Screening O=C(Nc1ccccc1)c1ccc(S(=O)(=O)N2CCOCC2)cc1 returned CYP2C19 act 0.9, hDAT+cocaine 0.027, sEH act -29, S1P2 antag -12, PostGolgi ctrl 7, S1P2 ag -4, sEH inh 29, PostGolgi yeast 19 and CYP2C19 inh 7.
For CC1=CC(C)(C)Nc2ccc(OC(=O)CN3C(=O)CCC3=O)cc21 the results were CYP2C19 act 1.1, hDAT+cocaine -0.6, PostGolgi ctrl -2, PostGolgi yeast 1 and CYP2C19 inh -6.
Cc1ccnc(N2C(=O)OC(C)(C)C2(C)O)c1 (centres undefined) was read as CYP2C19 act 0.9, hDAT+cocaine -1.2, PostGolgi ctrl 8, PostGolgi yeast 3 and CYP2C19 inh 10.
`COC(=O)CCC(=O)NC(=S)Nc1cc(Cl)ccc1Cl` gave CYP2C19 act 0.5, hDAT+cocaine -1.2, sEH act -3, S1P2 antag -10, PostGolgi ctrl 3, S1P2 ag -7, sEH inh 5, PostGolgi yeast 7 and CYP2C19 inh 54*.
Screening COc1ccc(-c2nn(-c3ccccc3)cc2C(=O)O)cc1 returned CYP2C19 act 1.1, hDAT+cocaine -0.0037, sEH act -8, S1P2 antag 9, PostGolgi ctrl -2, S1P2 ag 1, sEH inh 7, PostGolgi yeast 2 and CYP2C19 inh -14.
Screening O=C(c1cccc2ccccc12)N1CCN(CC2CC=CCC2)CC1 (centres undefined) returned CYP2C19 act 0.9, hDAT+cocaine -0.32, sEH act 7, S1P2 antag 1, PostGolgi ctrl 0, S1P2 ag -6, sEH inh -8, PostGolgi yeast 7 and CYP2C19 inh 9.
`COc1ccc(C2OC(=O)CC2C(=O)NC2CCCC(C)C2C)cc1OC` (centres undefined) gave CYP2C19 act 1, hDAT+cocaine -0.45, sEH act 3, S1P2 antag 1, PostGolgi ctrl 6, S1P2 ag -5, sEH inh -4, PostGolgi yeast 6 and CYP2C19 inh 3.
Cc1ccccc1Cn1cc(S(=O)(=O)CC(=O)Nc2nccs2)c2ccccc21 was read as hDAT+cocaine 0.59, sEH act 5, S1P2 antag -16, PostGolgi ctrl 26, S1P2 ag -4, sEH inh -3 and PostGolgi yeast -1.
`Brc1ccc(Oc2ncc(CN3CCOCC3)s2)cc1` gave CYP2C19 act 0.2, hDAT+cocaine 2.4, sEH act -12, S1P2 antag 16, PostGolgi ctrl 7, S1P2 ag -3, sEH inh 11, PostGolgi yeast 28 and CYP2C19 inh 80*.
Screening COc1ccc(Cn2c(CCC(=O)NCc3ccco3)nc3cccnc32)cc1 returned CYP2C19 act 0.7, hDAT+cocaine 0.095, sEH act -8, S1P2 antag 4, PostGolgi ctrl 7, S1P2 ag -4, sEH inh 5, PostGolgi yeast 0 and CYP2C19 inh 29.
`CC(=O)N/C(=C\c1ccccc1Cl)C(=O)O` gave hDAT+cocaine -0.01, sEH act 8, S1P2 antag -12, S1P2 ag -1 and sEH inh -6.
Screening COc1ccccc1C1=NOC(COC(=O)c2ccc3ccccc3n2)C1 (centres undefined) returned CYP2C19 act 0.7, hDAT+cocaine 1.3, sEH act 8, S1P2 antag -7, PostGolgi ctrl -8, S1P2 ag -5, sEH inh -6, PostGolgi yeast -1 and CYP2C19 inh 35.
Screening CCc1nc(NCCc2ccccn2)c2nnn(Cc3ccccc3F)c2n1 returned CYP2C19 act 0.3, hDAT+cocaine 1.4, PostGolgi ctrl 15, PostGolgi yeast -8 and CYP2C19 inh 69*.
For Cc1[nH]n(-c2cccc(Cl)c2)c(=O)c1-c1ccc(Cl)cc1 the results were CYP2C19 act 1.1, hDAT+cocaine 0.034, sEH act -2, S1P2 antag -14, PostGolgi ctrl 56*, S1P2 ag -2, sEH inh 2, PostGolgi yeast 20 and CYP2C19 inh -14.
CNc1nc2ccccc2n1/N=C/c1cccc(OC)c1OC was read as CYP2C19 act 0.9, hDAT+cocaine 0.43, sEH act 3, S1P2 antag -13, PostGolgi ctrl 8, S1P2 ag -4, sEH inh -3, PostGolgi yeast 7 and CYP2C19 inh 13.
`CC(C)OCC(O)CS(=O)Cc1ccccc1` (centres undefined) gave CYP2C19 act 0.9, hDAT+cocaine 0.29, sEH act 1, S1P2 antag -14, PostGolgi ctrl 15, S1P2 ag -3, sEH inh -2, PostGolgi yeast 5 and CYP2C19 inh 10.
Screening Cn1nc(C(F)(F)F)c(/C=N/OC(=O)c2ccc(Cl)cc2)c1Cl returned CYP2C19 act 1, hDAT+cocaine -0.25, sEH act 0, S1P2 antag 3, PostGolgi ctrl 23, S1P2 ag -4, sEH inh 3, PostGolgi yeast 5 and CYP2C19 inh 2.
COCCCN1C(=O)C(=O)/C(=C(/O)c2ccccc2)C1c1ccc2c(c1)OCO2 (centres undefined) was read as CYP2C19 act 1, hDAT+cocaine -0.53, sEH act -6, S1P2 antag -15, PostGolgi ctrl 3, S1P2 ag -6, sEH inh 6, PostGolgi yeast -5 and CYP2C19 inh -3.
`CC1CN(CCC(=O)Nc2ccc3c(c2)CCC3)CC(C)O1` (centres undefined) gave CYP2C19 act 0.5, hDAT+cocaine -0.83, sEH act 5, S1P2 antag -2, PostGolgi ctrl 7, S1P2 ag -3, sEH inh -4, PostGolgi yeast 5 and CYP2C19 inh 52*.
CCCOc1ccc(C(=O)Nn2c(C)nc3ccccc3c2=O)cc1 was read as CYP2C19 act 1, hDAT+cocaine 0.38, sEH act -4, S1P2 antag 20, PostGolgi ctrl -1, S1P2 ag -10, sEH inh 7, PostGolgi yeast 6 and CYP2C19 inh 3.
`CCn1c2ccccc2c2cc(C3C(C#N)=C(N)Oc4n[nH]c(COC)c43)ccc21` (centres undefined) gave CYP2C19 act 0.6, hDAT+cocaine 2.1, sEH act -7, S1P2 antag -19, PostGolgi ctrl 13, S1P2 ag -5, sEH inh 10, PostGolgi yeast 6 and CYP2C19 inh 35.
For CSCCC(NS(=O)(=O)c1ccc(Cl)cc1)C(=O)OCC(=O)NC1CC1 (centres undefined) the results were CYP2C19 act 0.8, hDAT+cocaine -1.3, sEH act -9, S1P2 antag 26, PostGolgi ctrl -3, S1P2 ag -8, sEH inh 12, PostGolgi yeast 3 and CYP2C19 inh 18.
Screening CCOc1ccc2[nH]c(=O)c(CN(Cc3cccs3)Cc3nnnn3C(C)(C)CC)cc2c1 returned CYP2C19 act 0.6, hDAT+cocaine 0.41, sEH act -8, S1P2 antag -2, PostGolgi ctrl 7, S1P2 ag -4, sEH inh 5, PostGolgi yeast 4 and CYP2C19 inh 40.
COc1ccc(NC(=S)Nc2ccc(N)c([N+](=O)[O-])c2)cc1 was read as CYP2C19 act 0.9, hDAT+cocaine -0.09, sEH act 7, S1P2 antag 6, PostGolgi ctrl 8, S1P2 ag -8, sEH inh -9, PostGolgi yeast 15 and CYP2C19 inh 9.
For COc1ccc(CCNc2c(N)n(Cc3ccccc3)c(=O)[nH]c2=O)cc1OC the results were CYP2C19 act 0.8, hDAT+cocaine 0.66, sEH act -1, S1P2 antag -14, PostGolgi ctrl 3, S1P2 ag -3, sEH inh 1, PostGolgi yeast 4 and CYP2C19 inh 22.
CC(=O)c1ccc(-n2nnnc2SCC(=O)Nc2cccc(NC(=O)c3ccco3)c2)cc1 was read as CYP2C19 act 0.5, hDAT+cocaine 0.43, sEH act -26, S1P2 antag -16, PostGolgi ctrl 6, S1P2 ag -4, sEH inh 28, PostGolgi yeast -9 and CYP2C19 inh 46.

As a short view, some entries already given.
Screening O=C(Nc1ccccc1)c1ccc(S(=O)(=O)N2CCOCC2)cc1 returned CYP2C19 act 0.9, hDAT+cocaine 0.027, sEH act -29, S1P2 antag -12, PostGolgi ctrl 7, S1P2 ag -4, sEH inh 29, PostGolgi yeast 19 and CYP2C19 inh 7.
For CC1=CC(C)(C)Nc2ccc(OC(=O)CN3C(=O)CCC3=O)cc21 the results were CYP2C19 act 1.1, hDAT+cocaine -0.6, PostGolgi ctrl -2, PostGolgi yeast 1 and CYP2C19 inh -6.

(next part)
For CCCCCC(=O)Nc1cc(N(C)C)nc2ccccc12 the results were CYP2C19 act 1, hDAT+cocaine -0.025, sEH act -6, S1P2 antag 29, PostGolgi ctrl 1, S1P2 ag -12, sEH inh 5, PostGolgi yeast 6 and CYP2C19 inh -2.
Cc1ccc(NC(=O)CN2C(=O)COc3ccc(C)cc32)nc1 was read as CYP2C19 act 0.5, hDAT+cocaine 0.15, PostGolgi ctrl 3, PostGolgi yeast -5 and CYP2C19 inh 48.
`Cc1cc(C)n(CC(O)Cn2c3ccccc3c3ccccc32)c(=O)n1` (centres undefined) gave CYP2C19 act 0.2, hDAT+cocaine -0.43, sEH act -6, S1P2 antag 17, PostGolgi ctrl 29, S1P2 ag -2, sEH inh 5, PostGolgi yeast -5 and CYP2C19 inh 84*.
For N#Cc1ccc2ccn(CC(=O)NCc3ccco3)c2c1 the results were CYP2C19 act 0.9, hDAT+cocaine 0.14, sEH act 1, S1P2 antag -36, PostGolgi ctrl -5, S1P2 ag -3, sEH inh 0, PostGolgi yeast 23 and CYP2C19 inh 13.
`Cc1nnc(NC(=O)CSC2CCCCC2)s1` gave CYP2C19 act 0.7, hDAT+cocaine 0.53, PostGolgi ctrl 5, PostGolgi yeast -5 and CYP2C19 inh 27.
Screening CCn1c(CCNC(=O)c2ccc(Cl)cc2Cl)n[nH]c1=S returned CYP2C19 act 0.8, hDAT+cocaine 0.64, sEH act 12, S1P2 antag 25, PostGolgi ctrl 0, S1P2 ag -2, sEH inh -11, PostGolgi yeast 2 and CYP2C19 inh 19.
For COc1ccc(NC(=O)CC2C(=O)N(c3ccc(OC)cc3)C(=O)N2CCN2CCN(C)CC2)cc1 (centres undefined) the results were CYP2C19 act 1, hDAT+cocaine -0.009, sEH act -14, S1P2 antag -11, PostGolgi ctrl 20, S1P2 ag -5, sEH inh 16, PostGolgi yeast 23 and CYP2C19 inh 0.
For CCOCC(=O)Nc1ccc(S(=O)(=O)NCCc2ccccc2)cc1 the results were CYP2C19 act 0.4, hDAT+cocaine -0.23, sEH act -6, S1P2 antag 12, PostGolgi ctrl 19, S1P2 ag -8, sEH inh 4, PostGolgi yeast -1 and CYP2C19 inh 60*.
For CCC(=O)NC(C)C(c1cccs1)N1CCN(c2ccccc2)CC1 (centres undefined) the results were hDAT+cocaine -2.5, sEH act 8, S1P2 antag 8, S1P2 ag -5 and sEH inh -6.

Source: PubChem (several laboratories)
